Dynein cargo inh: dynein cargo transport inhibition; hit rate 0.47% among 220,000; z-score, hits read low; AID 1381; 3617.4 mouse cells, GR-EGFP nuclear translocation imaging; test concentration mostly 20 µM; stimulated with dexamethasone, 1 µM; stronger effect = lower value;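 active = plate z-score of nuclear minus cytoplasmic receptor signal below a set negative limit, without overly bright fluorescence or cell loss, cut at about -3.5 in these data, passing the limit was not always enough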;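 note: z-score of nuclear minus cytoplasmic ring GR-EGFP intensity difference per well; some compounds called inactive have numbers as strong as hits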
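Also added: dexamethasone, 1.0 µM final. Medium: tet-free, stripped-serum medium. Detection: fixed, Hoechst-stained cells imaged at 10x for EGFP. Read-out: nuclear-to-cytoplasmic GR-EGFP distribution per well. Times: induction 48 h, compound 1 h, agonist 30 min.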
WT yeast gro inh: growth inhibition of WT yeast, mitochondrial fusion screen; hit rate 2.1% among 190,000; mitochondrial fusion phenotypic screen, WT strain; inhibition, % at 10 µM; in the data active = inhibition above about 58%; tested in S. cerevisiae
Lipid droplet: modulators of hepatic lipid droplet formation; AML12 mouse hepatocytes, oleate lipid droplets, BODIPY imaging; inhibition, % at 6.5 µM; hit rate 0.4% among 240,000;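 active = lipid droplet intensity inhibited by at least 50%, with more than 500 cells counted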
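Test system: AML12 mouse liver cells; schedule: overnight exposure; technique: high-content imaging of BODIPY-stained droplets and DAPI nuclei; read-out: % inhibition of corrected integrated BODIPY droplet signal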
MT stabilize HCS: microtubule stabilizers in HeLa cells | HeLa tubulin immunostaining HCS, 24 h; share of cells brighter than vehicle mean+2SD | % tubulin-high responders, % at 10 µM | hit rate 0.83% among 200,000;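 active = plate Z-score above 3 for both tubulin-high and condensed-nucleus cell shares, with cell loss under 80%, at 10 µM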;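 note: anti alpha tubulin signal scored within the nucleus-defined area of each cell; some results filed as inactive read as strong as hits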
Ins promoter up: MIN6 insulin promoter up-regulation | hit rate 0.3% among 190,000 | z-score at 5 µM | MIN6 insulin promoter-GFP reporter, high-content imaging; stronger effect = higher value;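 active = z-score above 3 at 5 µM with at least 500 cells counted in the well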
XIAP displacement: small molecules displacing peptide from XIAP – biochemical, IAP family, fluorescence polarization (AID 1018) | XIAP BIR domain, fluorescence polarization peptide displacement; higher % means a stronger effect | one-dose displacement, % at 20 µM; IC50 in µM for titrated hits | hit rate 0.007% among 200,000; in the data active = displacement above about 50%; note: a part of the inactive calls stands beside numbers as strong as those of hits
CSM14.1 death rescue: protection against thapsigargin-triggered cell killing – 384-well, CSM14.1, ATP luminescence, primary screen (AID 1222). 190,000 tested, under 10 active. CSM14.1 thapsigargin-induced death rescue, ATP luminescence; higher % means a stronger effect. one-dose cellular ATP content (survival), % at 20 µM; EC50 in µM for titrated hits;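 active = EC50 below 50 µM in the dose-response confirmation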;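 note: death triggered by thapsigargin at about 15 µM added after 2 h compound pretreatment; cell ATP read after overnight thapsigargin exposure of roughly 18 to 22 hours; normalized against plate controls of thapsigargin alone and 5% DMSO vehicle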
b-catenin transl: alters nuclear translocation of beta-catenin in HeLa cells; hit rate 0.3% among 190,000; nuclear translocation activity, % at 5 µM; immunofluorescence imaging;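 active = nuclear translocation activity above 50% at 5 µM, with a well cell count of 50 or more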;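 note: per-cell ratio of nuclear to cytoplasmic median beta-catenin stain intensity; plate controls were DMSO negative control for no effect and GSK-3 inhibitor IX positive control for full effect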
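Technique: fluorescence imaging of beta-catenin antibody stain plus DAPI / Material: human HeLa cell line / Incubation: compound treatment 24 h, 37°C, 5% CO2 / Read-out basis: % activation of per-cell nuclear versus cytoplasmic median beta-catenin signal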
Autophagy mod: modulators of autophagy. MEF GFP-LC3 puncta imaging; test concentration mostly 10 µM. AID 463193. calls only at 10 µM (by protocol). hit rate 0.98% among 190,000;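 active = percentage of spot-positive cells more than 3 SD above its plate mean, without a fluorescence outlier flag or 80% toxicity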;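 note: spot-positive cell cutoff set from DMSO-treated cells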
WT yeast gro inh mutant strain: recorded beside WT yeast gro inh, whose call it bears; inhibition, %; mitochondrial fusion phenotypic screen, mutant strain inhibition
Dynein cargo inh cytoplasmic EGFP: second read-out of Dynein cargo inh, no call of its own (marks repeat the call); z-score; measured here: cytoplasmic GR-EGFP intensity; stronger effect = higher value
Dynein cargo inh nuclear GR-EGFP: further read-out of Dynein cargo inh, marked with its call; z-score; measured here: nuclear GR-EGFP intensity;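 lower value marks the stronger effect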
Dynein cargo inh cell count: second read-out of Dynein cargo inh, no call of its own (marks repeat the call); z-score; measured here: cell count per field
Ins promoter up cell count: also measured in Ins promoter up; calls as there; cell count; measured here: cytotoxicity, nuclei count;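 total cells summed across four imaged fields per well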
Lipid droplet cells 6.5 µM: recorded beside Lipid droplet, whose call it bears; cell count; measured here: cell count, cytotoxicity flag;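 cells counted across two imaged fields per well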
b-catenin transl cell count 5 µM: further read-out of b-catenin transl, marked with its call; cell count; measured here: cell count, cytotoxicity flag
MT stabilize HCS Hoechst-high %: recorded beside MT stabilize HCS, whose call it bears; % Hoechst-high responders; measured here: nuclear condensation Hoechst responders;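 share of cells brighter than vehicle mean plus two SD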
MT stabilize HCS cytotoxicity %: second read-out of MT stabilize HCS, no call of its own (marks repeat the call); toxicity, %; measured here: cytotoxicity by cell density;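 0% = mean cell density of plate MIN control wells and 100% = no cells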
Autophagy mod cell loss 18 h: recorded beside Autophagy mod, whose call it bears; toxicity, %; measured here: cell loss, nuclei count;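 cell loss after 18 h compound exposure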
* hit, by the source's call; i = inactive; x = no result given.

Order of values – Dynein cargo inh, Dynein cargo inh cytoplasmic EGFP, Dynein cargo inh nuclear GR-EGFP, Dynein cargo inh cell count, WT yeast gro inh, WT yeast gro inh mutant strain, Lipid droplet, Lipid droplet cells 6.5 µM, MT stabilize HCS, MT stabilize HCS Hoechst-high %, MT stabilize HCS cytotoxicity %, Ins promoter up, Ins promoter up cell count, XIAP displacement, CSM14.1 death rescue, b-catenin transl, b-catenin transl cell count 5 µM, Autophagy mod, Autophagy mod cell loss 18 h
1: Cc1cccc(C(=O)c2c(N)sc3c2CCCC3)c1
  0.98, -0.13, 0.88, -0.32, 13, 4, 2, 598, 6.0, 2.6, 0.3, 0.11, 1421, -3.5%, -0.2%, -2.0, 1110, i, 13
2: O=C1N/C(=N\N=C\c2cccs2)SC1Cc1ccc(Cl)c(Cl)c1 (stereo not drawn)
  -0.67, -0.15, 0.38, -1.4, 43, 14, -10, 649, 3.9, 2.4, 9.9, x, x, -4.9%, -1.7%, -5.9, 524, i, 14
3: COc1ccc(CN2CCc3cc(OC)c(OC)cc3C2)cc1O
  0.45, -0.23, 0.42, -0.21, 5, -6, -3, 641, 2.6, 2.6, 7.9, 1.2, 1401, -1.9%, -2.1%, -1.6, 1152, i, 2
4: Cc1onc(-c2ccccc2)c1C(=O)NNC(=S)NC(=O)c1ccc(F)cc1
  0.65, -0.18, 0.49, -0.7, 14, -24, -2, 678, 1.8, 1.8, 6.7, 0.25, 1530, -7.4%, 2.7%, 3.7, 1136, i, 16
5: CC1Cc2nc(SCC(=O)Nc3ccc4c(c3)OCO4)n(CCc3ccccc3)c(=O)c2S1 (stereo not drawn)
  -0.31, -0.15, 0.069, -0.26, 12, -2, 5, 691, 2.1, 1.3, 7.2, x, x, -3.0%, x, -0.5, 1100, i, 2
6: O=C(CC12CC3CC(CC(C3)C1)C2)NC(=S)NCc1ccco1
  -1.1, 0.17, -0.51, 0.5, 73*, 33*, -24, 667, 2.3, 1.4, 6.4, 0.33, 1447, -5.2%, -1.0%, 11, 877, i, -26
7: COc1nc(C)ccc1-c1noc(-c2ccncc2)n1
  0.11, -0.26, -0.075, 0.88, 33, 14, 2, 742, 1.6, 2.0, 1.3, -0.86, 1143, -5.4%, -1.0%, -2.7, 1252, i, -2
8: O=C(Nc1cccnc1Cl)c1cccnc1Cl
  3.2, 0.068, 2.3, -1.9, -9, -4, -7, 785, 1.9, 0.9, 0.2, x, x, -2.9%, -2.2%, 13, 929, i, -4
9: CCc1ccc2n(-c3ccc(OC)cc3)c([S-])c(C(=O)Nc3cc(C)cc(C)c3)[n+]2c1
  0.82, -0.71, 0.11, -0.99, x, x, 12, 606, x, x, x, 0.21, 858, x, x, -1.0, 1395, x, x
10: COC(C(=O)Nc1ccc(S(=O)(=O)Nc2ccc(C)c(C)c2)cc1)c1ccccc1 (stereo not drawn)
  -0.46, -0.15, -0.45, 0.33, 2, 10, 1, 669, 2.6, 3.1, 5.0, 0.17, 1210, -19%, -2.1%, -2.2, 997, i, 4
11: CCOC(=O)C(c1ccccc1)N1CCN(c2ccc(OC)cc2)CC1 (stereo not drawn)
  3.6, 0.03, 3.5, -2.4, 11, 8, -9, 831, 3.2, 3.0, 11, 0.64, 1282, -8.9%, -3.4%, -3.9, 1121, i, -11
12: CC(C)N(Cc1nc(-c2ccc(Cl)cc2)no1)C(=O)C(c1ccccc1)c1ccccc1
  0.45, 0.08, 0.67, -0.51, 51, 19, -32, 817, 0.9, 0.5, 9.4, x, x, -4.9%, -2.2%, -2.8, 1111, i, -7
13: CCN(CC)CCNC(=O)c1ccc(NC(=O)c2c(F)cccc2Cl)cc1
  0.53, -0.29, 0.29, -0.1, -4, -9, 19, 710, 2.9, 2.3, 4.9, -0.02, 1688, -3.9%, -0.1%, -2.7, 969, i, -2
14: O=C(CNC(=O)c1ccco1)Nc1ccc(F)cc1
  -0.22, -0.33, 0.54, 0.19, 10, 11, 7, 711, 1.5, 2.5, 8.3, 0.22, 1598, -4.2%, -1.5%, 1.0, 1045, i, -5
15: COc1ccccc1NC(=S)NCc1cccnc1
  0.18, 0.17, 0.93, -1.9, -7, -13, 3, 674, 2.5, 2.8, 9.1, -0.97, 1312, -3.6%, -0.4%, -5.5, 541, i, 2
16: Cc1cc(C)c(C#N)c(SCc2cn3ccccc3n2)n1
  0.26, -0.28, -0.055, -0.32, 23, 25, 5, 666, 3.9, 2.8, 1.4, -0.16, 1194, 1.7%, -2.7%, 1.0, 893, i, 2
17: COc1ccc2c(c1)-c1nc(/N=C/c3ccccc3O)sc1CC2
  -0.8, -0.059, -0.43, 1.1, 14, 6, 21, 682, 5.1, 1.8, 6.4, 0.03, 1362, 2.1%, -2.4%, 2.7, 1151, i, 2
18: Cc1cc(C)c2[nH]c(=O)c(CN(Cc3cccs3)C(=S)NCc3ccco3)cc2c1
  0.098, -0.23, 0.16, -0.14, 15, 15, -25, 605, 2.8, 2.3, 10, -0.67, 1282, -1.8%, -0.5%, 2.0, 1132, i, -2
19: CN(C)C(CNc1ncnc2sccc12)c1cccs1 (stereo not drawn)
  -0.078, -0.18, 0.34, -0.79, 1, -15, 0, 666, 3.7, 2.7, 8.4, -0.46, 1134, -7.3%, 0.9%, -1.0, 1093, i, 0
20: CCOC(=O)N1CCN(C(=O)C2CCN(S(=O)(=O)N3CCCC3)CC2)CC1
  2, -0.36, 1.2, 0.054, 9, -1, x, x, 4.1, 2.5, 22, x, x, -0.7%, -2.2%, x, x, i, 29

Later entries
Order of values – Dynein cargo inh, Dynein cargo inh cytoplasmic EGFP, Dynein cargo inh nuclear GR-EGFP, Dynein cargo inh cell count, WT yeast gro inh, WT yeast gro inh mutant strain, Lipid droplet, Lipid droplet cells 6.5 µM, MT stabilize HCS, MT stabilize HCS Hoechst-high %, MT stabilize HCS cytotoxicity %, Ins promoter up, Ins promoter up cell count, XIAP displacement, CSM14.1 death rescue, b-catenin transl, b-catenin transl cell count 5 µM, Autophagy mod, Autophagy mod cell loss 18 h
21: COc1ccc(CCN(Cc2cc3ccc(C)cc3n3nnnc23)C(C)=O)cc1OC
  0.43, -0.14, 0.42, -0.55, -4, 0, 12, 700, 2.5, 1.1, 1.3, -0.41, 1363, -11%, 12%, -0.5, 1131, i, 27
22: CCCCCCCC(=O)N/N=C/c1ccco1
  -0.54, -0.22, 0.05, 1.1, 25, -8, x, x, 3.0, 2.5, 7.1, 0.13, 1708, -2.5%, 0.1%, 2.1, 1408, i, -30
23: COc1cc(OC)c(C(=O)/C=C/c2ccccc2)c(O)c1O
  -2.3, -0.12, -1.2, 0.29, x, x, 8, 652, x, x, x, 0.92, 852, x, x, 9.6, 1166, x, x
24: CC(C)NC(=O)CSc1nc(N)c(NC(=O)c2ccccc2F)c(=O)[nH]1
  1.1, -0.23, 0.45, -0.6, 13, -10, 26, 533, 3.0, 3.1, 2.1, -0.11, 1144, 1.7%, -0.2%, -0.6, 905, i, 6
25: O=C(CN1CCc2ccccc2C1)Nc1ccccc1N1CCCCCC1
  0.44, -0.23, 0.52, 0.17, 61*, 0.6*, -32, 700, 2.2, 2.9, 15, -0.65, 714, -3.6%, -0.7%, -0.3, 1120, i, -4
26: COc1ccc2[nH]c(=O)c(CN(Cc3ccco3)C(=O)c3ccccc3)cc2c1
  -0.54, -0.2, 0.033, 0.18, 13, -17, x, x, 3.7, 2.1, 2.9, x, x, 1.3%, -0.3%, -7.2, 956, i, 6
27: O=[N+]([O-])c1ccc(-c2c(O)c3ccccc3c3nc4ccccc4nc23)cc1
  -0.5, -0.15, -0.26, 1.3, 13, 21, -14, 696, 5.9, 2.1, 2.9, -0.63, 1181, 2.9%, -0.8%, 1.1, 1153, i, 8
28: COc1cc(/C=N/NC(=O)c2ccc(F)cc2)ccc1OC(=O)c1ccco1
  -0.39, -0.27, -0.41, 0.77, -8, -11, 20, 740, 1.2, 2.2, 5.2, 1.3, 1282, 2.1%, -3.4%, x, x, i, 0
29: NS(=O)(=O)c1ccc(CCNC(=O)NC2(C(F)(F)F)Oc3ccccc3O2)cc1
  2.7, 0.027, 2.4, -2, 5, 2, 30, 829, 5.0, 3.9, 12, -1.5, 844, -5.6%, 2.3%, -4.7, 1166, i, 28
30: COc1ccc(NC(=O)c2cnc(C)cn2)cc1-n1cnnn1
  0.18, -0.11, 0.29, 0.44, 11, -15, -8, 753, 2.6, 1.6, 4.2, -1.3, 1266, 1.0%, -3.0%, -0.9, 1043, i, 8
31: CCc1ccc(Nc2nnc(SCC(=O)Nc3ccc(C(=O)O)cc3)s2)cc1
  -0.57, -0.22, -0.41, -0.56, x, x, -2, 678, x, x, x, 0.19, 1015, x, x, -0.2, 1337, x, x
32: Cn1nnnc1SCC1=C(C(=O)O)N2C(=O)[C@@H](NC(=O)[C@H](O)c3ccccc3)[C@H]2SC1
  -0.11, -0.29, 0.42, 0.29, -15, 7, 1, 732, 2.0, 1.5, 7.3, x, x, -8.3%, -1.2%, 1.3, 496, i, -43
